# human PMI inhibitors: human PMI inhibitors, high substrate, primary screen, biochemical, fluorescence intensity, high mannose 6-phosphate (AID 1220) | Mannose-6-phosphate isomerase (Homo sapiens) | recombinant PMI enzyme, coupled fluorescence intensity; higher % means a stronger effect | inhibition, % at 20 µM; hits with a dose series show IC50 in µM | actives 0.66% (n = 190,000)
# RSV antiviral HEp-2: RSV antiviral activity via CPE protection, HEp-2 cells, primary 10 µM value included (AID 2391) | HEp-2 cells, RSV-induced CPE inhibition; higher % means a stronger effect | one-dose CPE inhibition, % at 10 µM; IC50 in µM for titrated hits | actives 0.13% (n = 310,000); in the data active = a potency from the dose series; also: strong numbers were not always called active
# human PMI inhibition: inhibitors of human PMI, primary screen, biochemical, fluorescence intensity, coupled assay (AID 1209); actives 0.42% (n = 190,000); purified PMI enzyme, coupled fluorescence intensity; higher % means a stronger effect; inhibition, % at 20 µM; hits with a dose series show IC50 in µM; Mannose-6-phosphate isomerase (Homo sapiens);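 also: plate controls were DMSO vehicle for no effect and wells lacking substrate for full effect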
# T cell HTS: modulators of CD8 T cell-vesicle binding, primary screen, mouse 2C CD8+ T cells, flow cytometry | 2C CD8+ T cell-vesicle binding; stronger effect = lower value | actives 0.068% (n = 330,000) | calls only at 7 µM;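 active = response, share of CD8 T cells binding vesicles, and their 90th percentile fluorescence all below set limits, cut at about 80% in these data, passing the limit was not always enough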
#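 System: murine 2C transgenic CD8+ T lymphocytes; also added: QL9-loaded Drosophila micro-vesicles; times: binding 1.5 h at 37 °C; measured by: flow cytometry, PE anti-B7-1 (FL2) versus Alexa647 anti-CD8 (FL8), PFA-fixed; control set: Peptide-free naked vesicles (low) and QL9 vesicles with 0.7% DMSO vehicle (high)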
# P. falciparum M17LAP: P. falciparum M17LAP inhibitors, primary screen, biochemical, fluorogenic H-Leu-NHMec substrate, 1536-well (AID 1619). Leucine aminopeptidase (Plasmodium falciparum (isolate 3D7)). recombinant M17LAP, H-Leu-NHMec fluorogenic kinetic assay; higher % means a stronger effect. one-dose inhibition, % at 30 µM; IC50 in µM for titrated hits. actives 0.38% (n = 220,000);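 active = compound inhibiting the enzyme by more than half at any dose during confirmatory dose-response retesting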;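 also: plate controls were full reaction with DMSO carrier for no effect and no enzyme background for full effect; strong numbers were not always called active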
# P. falciparum M1AAP: P. falciparum M1AAP inhibitors, biochemical, fluorogenic H-Leu-NHMec substrate, 1536-well (AID 1445). recombinant M1AAP, H-Leu-NHMec fluorogenic kinetic assay; higher % means a stronger effect. inhibition, % at 30 µM; hits with a dose series show IC50 in µM. actives 0.42% (n = 220,000);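 active = primary inhibition above the hit cutoff, then over 50% inhibition at one or more dose response concentrations, cut at about 23% in these data, passing the limit was not always enough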;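 also: plate controls were DMSO full reaction for no effect and no enzyme background for full effect; strong numbers were not always called active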
# TNAP activators: human TNAP enzyme activators, primary screen, biochemical, luminescent, no phosphate acceptor, uHTS (AID 1001). Alkaline phosphatase, tissue-nonspecific isozyme (Homo sapiens). purified TNAP, luminescent activation assay, no phosphate acceptor; higher activation fold means a stronger effect. activation fold at 20 µM; hits with a dose series show EC50 in µM. actives 0.03% (n = 200,000); in the data active = activation fold from about 3, or a potency from the dose series; inactive = the rest, 99 in 100 with activation fold below about 1.6; also: many of its hits are not listed in these tables
# West Nile antiviral: West Nile virus antiviral activity, cell-based, CPE readout (AID 1621) | West Nile virus-infected cells, CPE inhibition; higher % means a stronger effect | one-dose CPE inhibition, % at 10 µM; IC50 in µM for titrated hits | actives 0.02% (n = 290,000); in the data active = a potency from the dose series; also: strong numbers were not always called active
# K1F lysis inhibition: inhibition of K1F phage lysis, E. coli UTI89, bacterial capsule biogenesis inhibitors, alamar blue (AID 488966) | E. coli UTI89 K1F phage lysis, alamar blue, 2 h; higher % means a stronger effect | one-dose inhibition, % at 100 µM; IC50 in µM for titrated hits | actives 0.02% (n = 340,000);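 active = phage lysis inhibition, versus mean bacterial control, above a set limit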;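 also: capsule biogenesis inhibitors block K1F phage lysis so surviving cells raise fluorescence; higher fluorescence means more inhibition of phage lysis; actives were called in the ten point dose series up to 300 µM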
# T cell HTS vesicle-bound %: second read-out of T cell HTS, no call of its own (marks repeat the call); double positive events, %; measured here: CD8+ vesicle-bound cell fraction;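 binding gate set so that unloaded-vesicle control wells show 10% double positive cells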
# The depositor's hits bear a star; i = inactive; / = no result given; [ ] = remark or other dose. Rule as the data show it, unless noted: active = inhibition above about 50%; inactive = the rest. An unsorted share of the library; any-hit rate near 1.5%.
SMILES,human PMI inhibitors,RSV antiviral HEp-2,human PMI inhibition,T cell HTS,T cell HTS vesicle-bound %,P. falciparum M17LAP,P. falciparum M1AAP,TNAP activators,West Nile antiviral,K1F lysis inhibition
CC(=O)Nc1nn(C)c2nc(C)cc(C)c12,7.4%,2.5%,9.9%,i,37.1,-7.8%,1.5%,1.1,1.1%,0.5%
O=C(Cn1cnc2c(nnn2Cc2ccc(Cl)cc2)c1=O)NCc1ccco1,11.6%,-0.1%,14.1%,i,65.4,13.4%,12.8%,1,-0.1%,0.5%
CC1Oc2ccccc2N(CC(=O)NCCc2ccccc2)C1=O (stereo not drawn),-3.4%,0.3%,0.9%,i,23.9,-3.8%,3.0%,1.1,/,-0.9%
CC(=O)CC(=O)Nc1ccc2ccccc2c1,/,3.8%,/,i,48.0,-2.2%,10.0%,/,0.0%,0.2%
CC(C)(C)NC(=O)COC(=O)c1cc(Cl)ccc1[N+](=O)[O-],1.6%,-0.3%,-1.3%,i,37.1,3.3%,-0.1%,1.1,-0.4%,0.2%
CCCCNC(=O)CCCCC(=O)N/N=C/c1cccc(Cl)c1,-13.8%,2.3%,-12.1%,i,33.1,-24.9%,8.5%,0.9,-0.3%,2.8%
CN(C)c1nc(-c2ccc([N+](=O)[O-])cc2)cs1,6.7%,20.3%,10.2%,i,57.5,-3.6%,4.2%,1,-0.2%,-0.2%
COc1ccc(C)cc1NS(=O)(=O)c1cc(C)ccc1C,6.6%,0.8%,7.7%,i,38.7,4.2%,-4.1%,1.1,-0.3%,9.1%
COc1cccc(CN2CCN(Cc3ccc(O)c(OC)c3)CC2CCO)c1 (stereo not drawn),12.7%,-2.2%,6.2%,i,23.6,-1.3%,-6.4%,1.1,0.5%,-0.7%
COC(=O)c1ccc(CSc2nnc(-c3ccncc3)n2Cc2ccccc2)o1,9.9%,0.5%,6.0%,i,39.8,-8.7%,-5.6%,1.1,-0.2%,-2.6%
COC(=O)c1cc(S(=O)(=O)N2CCCCC2)c[nH]1,/,-0.3%,/,i,12.0,/,/,/,0.1%,0.7%
COc1ccc(NS(=O)(=O)c2ccc(OC)c(NC(=O)CCC3CCCCC3)c2)cc1,-3.3%,0.2%,-5.7%,i,51.9,-3.2%,-6.9%,1.1,-1.4%,1.5%
COc1cccc(CN2C(=O)c3ccccc3C2C(=O)NCC2CCCO2)c1 (stereo not drawn),-5.6%,2.7%,-2.6%,i,22.4,6.2%,0.5%,1.1,-0.8%,0.1%
COC(=O)c1ccc(OC)c(NS(=O)(=O)c2ccc(-n3cnnn3)cc2)c1,/,1.7%,/,i,25.1,/,/,/,-0.2%,0.2%
COc1ccc(C2(C)NC(=O)N(Cc3cc(Cl)cc4c3OCOC4)C2=O)cc1OC (stereo not drawn),3.9%,3.6%,17.4%,i,22.8,-10.1%,2.5%,1.1,-0.2%,-0.7%

# 3 of the compounds above, with each value named.
> COC(=O)c1cc(S(=O)(=O)N2CCCCC2)c[nH]1
- human PMI inhibitors: /
- RSV antiviral HEp-2: -0.3%
- human PMI inhibition: /
- T cell HTS: i
- T cell HTS vesicle-bound %: 12.0
- P. falciparum M17LAP: /
- P. falciparum M1AAP: /
- TNAP activators: /
- West Nile antiviral: 0.1%
- K1F lysis inhibition: 0.7%
> COc1ccc(NS(=O)(=O)c2ccc(OC)c(NC(=O)CCC3CCCCC3)c2)cc1
- human PMI inhibitors: -3.3%
- RSV antiviral HEp-2: 0.2%
- human PMI inhibition: -5.7%
- T cell HTS: i
- T cell HTS vesicle-bound %: 51.9
- P. falciparum M17LAP: -3.2%
- P. falciparum M1AAP: -6.9%
- TNAP activators: 1.1
- West Nile antiviral: -1.4%
- K1F lysis inhibition: 1.5%
> COc1cccc(CN2C(=O)c3ccccc3C2C(=O)NCC2CCCO2)c1 (stereo not drawn)
- human PMI inhibitors: -5.6%
- RSV antiviral HEp-2: 2.7%
- human PMI inhibition: -2.6%
- T cell HTS: i
- T cell HTS vesicle-bound %: 22.4
- P. falciparum M17LAP: 6.2%
- P. falciparum M1AAP: 0.5%
- TNAP activators: 1.1
- West Nile antiviral: -0.8%
- K1F lysis inhibition: 0.1%

# Back to the main list; the 2 compounds before the break are reprinted first.
SMILES,human PMI inhibitors,RSV antiviral HEp-2,human PMI inhibition,T cell HTS,T cell HTS vesicle-bound %,P. falciparum M17LAP,P. falciparum M1AAP,TNAP activators,West Nile antiviral,K1F lysis inhibition
COC(=O)c1ccc(OC)c(NS(=O)(=O)c2ccc(-n3cnnn3)cc2)c1,/,1.7%,/,i,25.1,/,/,/,-0.2%,0.2%
COc1ccc(C2(C)NC(=O)N(Cc3cc(Cl)cc4c3OCOC4)C2=O)cc1OC (stereo not drawn),3.9%,3.6%,17.4%,i,22.8,-10.1%,2.5%,1.1,-0.2%,-0.7%
COc1cc(NC(=O)C/C(C)=N/NC(=O)Cc2ccccc2)c(OC)cc1Cl,-4.3%,1.1%,7.8%,i,14.3,15.0%,3.9%,1,-0.6%,2.4%
O=C1Nc2ccccc2C1=Nc1ccc(Cl)cc1,/,3.5%,/,i,18.6,/,/,/,1.6%,-0.8%[50 µM]
CSCCC(C(=O)O)N1C(=O)c2ccc(C(=O)O)cc2C1=O (stereo not drawn),7.4%,-1.3%,-5.7%,i,43.5,-1.6%,3.4%,1.1,-0.2%,1.3%
COc1cccc(NC(=O)Cc2cccs2)c1,12.9%,0.6%,7.6%,i,20.7,12.2%,-3.1%,1.1,-0.1%,0.1%
Cc1ccc(S(=O)(=O)N2CCOCC2)cc1NC(=O)COC(=O)CNC(=O)c1ccc(Oc2ccccc2)cc1,10.4%,0.2%,9.2%,i,21.9,-9.0%,3.4%,1,0.6%,-1.1%
c1ccc(CSCc2cn3ccccc3n2)cc1,-7.5%,0.7%,-5.8%,i,60.2,10.0%,-5.4%,1,0.0%,-1.3%
CCCCC(=O)N(Cc1ccc(-c2ccccc2-c2nn[nH]n2)cc1)[C@H](C(=O)O)C(C)C,1.9%,0.7%,-5.7%,i,18.4,-6.5%,-1.8%,1.1,0.1%,/
COC(=O)C1=COC(C)C2CN3CCc4c([nH]c5ccccc45)C3CC12 (stereo not drawn),29.9%,1.4%,3.3%,i,42.6,-7.7%,-2.2%,1.1,-0.8%,1.0%
O=C(CNC(=O)c1ccc(Cl)cc1)NC(CO)c1ccccc1 (stereo not drawn),/,2.4%,/,i,37.6,/,/,/,-0.7%,1.3%
NCCNC(=O)Cn1c(=O)c2c3c(sc2n(Cc2ccccc2)c1=O)CCCC3,/,0.1%,/,i,35.7,/,/,/,-0.4%,0.3%
CC(C)CNC(=O)CCCc1ccccc1,-8.5%,1.1%,-6.8%,i,40.1,3.1%,4.3%,1.1,-0.2%,0.0%
CNC(=O)c1cccc(NC(=O)c2ccccc2OCc2ccccc2)c1,/,2.0%,/,i,22.0,/,/,/,0.2%,0.1%
CCOc1ccc(N(CC(=O)NCc2ccc3c(c2)OCO3)C(=O)c2csnn2)cc1,/,-0.8%,/,i,20.9,/,/,/,-0.6%,0.4%
O=C(Nc1nc2ccccc2s1)C1CC(=O)N(c2ccccc2)C1 (stereo not drawn),-1.8%,1.4%,-6.4%,i,2.6,4.4%,11.3%,1,0.3%,-0.7%
COc1ccc(OC)c(C(C(=O)NCc2ccco2)N(C(=O)Cn2nnc3ccccc32)C(C)C)c1 (stereo not drawn),-0.6%,-0.1%,3.4%,i,2.0,19.6%,9.1%,1,-0.1%,0.3%
S=C(NCCN1CCOCC1)Nc1ccccc1Cl,-7.4%,1.2%,-4.6%,i,49.8,-9.4%,2.2%,0.9,0.7%,0.3%
COc1ccc2[nH]c(=O)c(CNc3cccc(C)c3)cc2c1,55.1%*,27.4%,30.4%,i,58.9,-11.8%,15.7%,1,0.2%,0.0%
Cc1cccc(C)c1NC(=O)CN(C)C(=O)c1cc([N+](=O)[O-])ccc1N1CCOCC1,/,1.1%,/,i,13.1,/,/,/,-0.5%,0.8%[50 µM]
Cn1cccc1CC(=O)N/N=C/C=C/c1ccccc1,-3.6%,1.7%,-8.7%,i,46.8,32.1%,3.9%,1.1,-0.7%,-6.5%
NS(=O)(=O)c1ccc(NC(=O)C(Sc2ccccc2)c2ccccc2)cc1 (stereo not drawn),4.6%,5.1%,16.6%,i,62.0,-1.8%,4.2%,1.1,-0.1%,0.4%
Cc1cc(C)n2nc(-c3sccc3-n3cccc3)cc2n1,10.4%,4.4%,9.4%,i,35.3,14.7%,17.4%,1,-0.2%,0.2%
O=C(CN1Cc2ccccc2C1=O)Nc1ccc2c(c1)OCCO2,/,0.2%,/,i,46.0,/,/,/,0.3%,1.7%
CC(=O)N[C@@H]1[C@@H](O)[C@@H]2OC(c3ccccc3)OC[C@H]2O[C@@H]1N=[N+]=[N-] (stereo partly drawn),/,1.3%,/,i,41.5,/,/,/,-0.7%,0.5%
Cc1cc(C)c2[nH]c(=O)c(C(c3nnnn3Cc3ccc4c(c3)OCO4)N3CCCC3)cc2c1 (stereo not drawn),-53.8%,2.5%,-36.8%,i,36.6,4.5%,22.2%,1.1,0.0%,-0.5%[50 µM]
Clc1ccc(Cn2ccc(C3CC3)n2)cc1,9.2%,2.8%,8.5%,i,35.3,-5.0%,-8.4%,1.2,-0.1%,1.7%
COc1ccc(OC)c(NC(=O)C2CC(=O)N(c3ccc(Br)cc3)C2)c1 (stereo not drawn),6.6%,-0.1%,11.3%,i,41.6,9.6%,0.7%,1.1,-0.3%,0.1%
Cc1ccc(C(=O)NCC(=O)O)o1,-4.1%,2.5%,-7.4%,i,44.6,3.6%,5.7%,1.1,-0.1%,-0.4%

# High-throughput results deposited in PubChem by several laboratories.
